# RBBP9 inhibitor: blocks human serine hydrolase RBBP9; recombinant RBBP9, FP-Rh probe fluorescence polarization; O75884; actives 0.2% (n = 220,000); inhibition, % at 7.94 µM;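 active means inhibition above the campaign mean of all tested compounds plus 3 SD, cut at about 14% in these data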;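 further: plate controls were DMSO wells with RBBP9 for no effect and wells lacking RBBP9 protein for full effect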
#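 System: RBBP9 protein / Quantity: 2.5 µM RBBP9 dispensing solution, before mixing / Also added: Serine-hydrolase probe FP-Rh, 375 nM pre-mixing / Dosing: 7.94 µM single dose, 0.794% DMSO / Timing: enzyme-compound preincubation 30 min, then probe labeling 45 min, 25 °C / Signal: FP readout at 525/598 nm / Controls: DMSO-treated enzyme wells and wells lacking RBBP9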
# EP2 modulator: EP2 receptor (human) modulation; P43116; EP2-expressing cells, cAMP HTRF FRET, PGE2 co-stimulation; induction, % at 25 µM; actives 0.83% (n = 260,000);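 active means compounds whose cAMP rise, as percent of the full-agonist control response, exceeds 60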;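 further: rat C6 glioma line stably carrying human EP2 under a CMV promoter; the protocol text gives 20 µM as final concentration; 100% = response of wells given 1 µM PGE2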
# Target sequence (P43116 whole entry, looked up): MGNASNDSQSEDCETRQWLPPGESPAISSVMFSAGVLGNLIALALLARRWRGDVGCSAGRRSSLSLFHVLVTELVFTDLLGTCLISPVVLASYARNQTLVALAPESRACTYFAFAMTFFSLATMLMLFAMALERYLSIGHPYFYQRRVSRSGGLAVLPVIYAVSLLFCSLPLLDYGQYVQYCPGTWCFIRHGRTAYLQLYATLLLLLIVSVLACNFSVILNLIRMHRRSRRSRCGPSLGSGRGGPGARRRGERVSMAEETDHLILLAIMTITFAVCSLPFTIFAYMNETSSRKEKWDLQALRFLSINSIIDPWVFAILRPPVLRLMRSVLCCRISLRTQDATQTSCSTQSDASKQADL
# TNF necrop inh: TNF-alpha cell death inhibition in Jurkat FADD-/- cells; Jurkat FADD-/- TNF necroptosis rescue, ATP luminescence, 24 h; 0 = TNF only, 100 = no-TNF cells; activation (protection from cell death), % at 10 µM; actives 0.068% (n = 220,000); AID 463075;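 active means activation, meaning protection from cell death, of at least 50% relative to plate controls; inactive means activation below 50%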;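 further: necroptosis triggered by 40 ng/mL TNF-alpha added together with compound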
# Hck-Nef inh: human Hck-Nef kinase inhibition; P08631; Recombinant Hck-YEEI plus Nef, Z-Lyte FRET kinase assay; inhibition, % at 20 µM; actives 0.68% (n = 220,000); AID 463187;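 active means Hck-Nef kinase inhibition above about 50%, limit read from the data; inactive means inhibition below that limit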;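 further: 0% = DMSO with Hck plus Nef and 100% = Hck alone without Nef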
# Runt-SMMHC FRET: Runt domain-CBFb-SMMHC interaction inhibition | Q01196+Q13951 | Cerulean-Runt/Venus-CBFb-SMMHC FRET ratio 530/480, 1 h | inhibition, % at 20 µM | actives 0.74% (n = 220,000) | AID 1434;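 active means mean inhibition across duplicate retests at 20 µM reaching about 50%, limit read from the data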;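 further: 0% = DMSO wells and 100% = wells with excess untagged CBFb-SMMHC; inhibitors lower the FRET ratio by blocking Runt binding to CBFb-SMMHC; some results filed as inactive read as strong as hits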
# Target sequence (Q01196 whole entry, looked up, the tested form may be a part): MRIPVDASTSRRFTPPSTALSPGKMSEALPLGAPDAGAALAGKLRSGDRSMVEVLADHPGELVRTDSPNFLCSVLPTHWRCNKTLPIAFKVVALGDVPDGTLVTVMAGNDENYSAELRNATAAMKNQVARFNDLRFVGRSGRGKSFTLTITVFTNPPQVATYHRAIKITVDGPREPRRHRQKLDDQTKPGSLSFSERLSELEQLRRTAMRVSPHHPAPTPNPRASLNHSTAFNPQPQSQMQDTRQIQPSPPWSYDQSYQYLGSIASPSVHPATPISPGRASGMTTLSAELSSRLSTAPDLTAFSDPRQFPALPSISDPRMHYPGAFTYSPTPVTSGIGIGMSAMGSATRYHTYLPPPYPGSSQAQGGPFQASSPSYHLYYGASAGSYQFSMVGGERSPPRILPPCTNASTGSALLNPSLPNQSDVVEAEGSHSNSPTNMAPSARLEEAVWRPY
# Target sequence (Q13951 whole entry, looked up, the tested form may be a part): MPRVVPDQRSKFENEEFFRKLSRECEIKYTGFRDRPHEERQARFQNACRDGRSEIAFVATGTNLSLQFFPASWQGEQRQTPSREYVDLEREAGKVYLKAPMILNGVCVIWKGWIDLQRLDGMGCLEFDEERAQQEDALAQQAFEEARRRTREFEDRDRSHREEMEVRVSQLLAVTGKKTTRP
# PGE2 EP2 inh: blocks the human prostaglandin E2 receptor EP2. P43116. C6 glioma cells expressing human EP2, cAMP TR-FRET; cells stimulated with saturating PGE2. inhibition, % at 25 µM. actives 0.52% (n = 260,000). AID 1422;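 active means percent inhibition above 40 after rounding to a whole number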;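 further: rat C6 glioma host cells with rolipram phosphodiesterase inhibitor present; the protocol text gives 20 µM as final concentration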
# L929 necroptosis: L929 zVAD cell death inhibition | actives 0.38% (n = 220,000) | AID 1377 | viability rescue, % at 10 µM | L929 zVAD necroptosis rescue, ATP luminescence, 24 h; with zVAD 60 µM;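 active means activation, scaled between plate controls, above about 75%, limit read from the data; inactive means activation under that limit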;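 further: 0% = zVAD with DMSO and 100% = DMSO alone without zVAD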
# PERK inh: blocks human PERK kinase | CHO PERK-DD fusion, SEAP luminescence translation reporter | inhibition, % at 5.6 µM | actives 0.17% (n = 220,000);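 active means inhibition above the mean inhibition of all tested compounds plus 3 SD, set separately per screening campaign, cut at about 2.9% in these data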;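 further: PERK kinase domain activated by AP20187 dimerizer at 100 nM; 0% = DMSO with dimerizer and 100% = rapamycin at 8.4 µM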
# Runt-CBFb FRET: Runt domain-CBFb interaction inhibition | actives 0.46% (n = 220,000) | Q01196+Q13951 | Cerulean-Runt/Venus-CBFb FRET ratio 530/480, 1 h | inhibition, % at 20 µM;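 active means inhibition over about 50% at 20 µM in the single-dose screen, limit read from the data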;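 further: 0% = DMSO wells and 100% = excess unlabeled CBFb competitor control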
#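 Assay system: Cerulean-tagged RUNX1 Runt domain (FRET donor) fusion protein / Amount: 100 nM each of Venus-CBFb and Cerulean-Runt domain / Medium: Tris buffer pH 7.5 with salts and BSA / Also added: Venus-CBFb 100 nM / Schedule: 1 h complex formation plus 1 h compound treatment, room temperature / Signal: FRET fluorescence / Read-out: loss of energy transfer signal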
# An asterisk follows results filed as active; . = not tested or not shown. The list is partial; the hit share may differ from the screen's.
SMILES,RBBP9 inhibitor,EP2 modulator,TNF necrop inh,Hck-Nef inh,Runt-SMMHC FRET,PGE2 EP2 inh,L929 necroptosis,PERK inh,Runt-CBFb FRET
Cc1nc(SCC(=O)c2ccccc2)c([N+](=O)[O-])[nH]1,-1,15,-2.0,5,-2,9,-0.4,0.6,0
CCOC(=O)C(CCC#N)(CCC#N)C(=O)OCC,6,2,0.5,6,1,5,0.0,2.7,-2
O=C(NCC1OCCCN1S(=O)(=O)c1cc(F)ccc1F)C(=O)NC1CCCCC1 (stereo not given),-11,16,1.5,13,0,4,0.4,0.3,-3
CC1=[N+](C)N(c2ccccc2)C(=O)C1N=Cc1c(Cl)cccc1Cl (stereo not given),-7,19,1.6,3,-4,4,0.7,1.2,1
CCOC(=O)C1CCCN(C(=O)c2ccc(Cl)c(S(=O)(=O)N3CCCCCC3)c2)C1 (stereo not given),6,-18,1.6,3,-4,2,0.0,-0.8,0
COc1ccccc1CNC(=O)C1CCN(S(C)(=O)=O)CC1,-1,-13,-0.1,13,1,6,-0.4,0.8,1
N/C(CSc1nc(-c2ccccc2)c(-c2ccccc2)o1)=N\O,2,67*,-0.8,0,2,7,0.9,0.4,0
S=C(NCc1cccnc1)Nc1ccc(Oc2ccc(Cl)cc2)cc1,-7,-31,-12,8,0,17,1.4,-0.5,-2
CCN(C(=O)CSc1n[nH]c(-c2cccs2)n1)C1CCS(=O)(=O)C1 (stereo not given),-3,-23,-0.9,5,-7,10,-0.4,1.3,-28
O=C(C1=C[C@H](c2ccc(C(F)(F)F)cc2)C[C@H](OCc2ccc(CO)cc2)O1)N1CCN(Cc2ccc3c(c2)OCO3)CC1,-6,-20,-0.4,-4,-6,4,1.0,-0.5,-8
CCN(CC)C(=O)CSc1nsc(SCC(=O)N(CC)CC)c1C#N,1,9,-1.7,-1,1,.,0.0,0.6,0
CN1C(C(=O)NCc2ccco2)CC2Cn3c(nc4cc5ccccc5cc43)C21 (stereo not given),.,-2,3.7,28,1,8,0.9,.,-1
Cn1c(=O)[nH]c(=O)c2c1nc(CN1CCN(c3cccc(Cl)c3)CC1)n2CCc1ccccc1,6,5,-2.1,9,-5,6,.,-1.0,-4
COCCCn1cc(C(=O)c2cc(OC)ccc2OCC(=O)N2CCCCC2C)cc(C#N)c1=O (stereo not given),-8,5,0.9,21,3,9,0.7,-0.3,0
O=C(Nc1ccc(Cn2cccn2)cc1)c1ccc(COc2ccc(Br)cc2)cc1,-1,1,-0.8,7,3,9,0.8,0.5,1
O=C(CCCOc1ccccc1)Nc1ccncc1,-5,-17,1.2,-2,0,12,3.6,0.0,1
Cc1nc(C(=O)N(C)C)nn1-c1cc(Cl)cc(Cl)c1,0,7,-3.6,3,2,3,-0.3,-0.7,-1
Cc1ccc(S(=O)(=O)NCC(=O)NCC(=O)OC(C(=O)NC(N)=O)C(C)C)cc1C (stereo not given),-3,13,-0.3,20,-2,5,-0.2,1.0,0
CCC1(C)NC(=O)N(/N=C/c2cc(OC)c(O)c(OC)c2)C1=O (stereo not given),-3,18,-0.5,18,16,10,4.0,1.3,1
CCN(/N=C/C=C/c1ccccc1)c1cc(=O)n(C)c(=O)[nH]1,-6,7,1.6,3,1,6,1.5,-0.5,1
Nc1c(N2CCCC2)cc(Cl)c2nonc12,-2,6,-4.5,9,-20,3,1.0,0.2,-8
COc1ccccc1Oc1coc2cc(OC(=O)N3CCOCC3)ccc2c1=O,-7,8,0.0,6,2,4,-0.2,0.1,0
CCOc1ccc(-n2c(=S)sc3c(=O)[nH]c(SCC(=O)NC(C)CC)nc32)cc1 (stereo not given),-1,-8,1.2,4,1,3,0.5,0.3,0
CCC(CO)NCc1ccc(OC2CCCC2)cc1 (stereo not given),-7,1,-1.8,1,-8,8,-0.3,-0.2,2
CCCC(=O)Nc1ccc(Cl)c(NC(=S)NC(=O)c2cc3ccccc3o2)c1,-5,6,2.5,0,-5,6,6.3,0.4,2
SMILES,RBBP9 inhibitor,EP2 modulator,TNF necrop inh,Hck-Nef inh,Runt-SMMHC FRET,PGE2 EP2 inh,L929 necroptosis,PERK inh,Runt-CBFb FRET
CCOC(=O)N1CCC(NS(=O)(=O)c2ccc3c(c2)oc(=O)n3C)CC1,-3,1,0.0,1,-1,3,2.0,0.3,-3
CCc1ccc2c(COn3nnc4ccc(S(=O)(=O)N(C)C)cc43)cc(=O)oc2c1,3,9,-6.1,1,2,3,-0.1,2.5,-4
O=S(=O)(c1ccc2ccccc2c1)N1CCCOC1,5,-2,-0.1,2,2,6,3.1,0.7,-2
Cc1c(Br)c([N+](=O)[O-])nn1C(C)C(=O)N1CCCc2ccccc21 (stereo not given),-3,-6,-0.2,2,4,7,0.1,-0.3,0
Fc1ccc2[nH]c3c(N4CCN(C5CCCCC5)CC4)ncnc3c2c1,-3,-18,2.5,-5,-2,.,8.8,0.0,0
Cc1oc(-c2cccc(F)c2)nc1CN(Cc1ccccc1)C[C@@H]1CCC(=O)N1,13,16,0.7,-6,-3,7,-0.2,-0.3,-4
O=C(/C=C/c1ccc(N2CCOCC2)cc1)c1ccccc1,0,-53,0.5,-5,-74,5,4.2,-0.3,-186
CN1C(=O)c2ccccc2C(C(=O)O)C1c1cccc(Cl)c1 (stereo not given),7,20,1.5,-11,2,8,.,-0.3,-1
Clc1ccccc1CSc1nnc(-c2ccco2)c(-c2ccco2)n1,-6,-8,-1.5,21,-15,8,-0.3,0.5,20
[N-]=[N+]=CC(=O)CCCN1C(=O)c2ccccc2C1=O,-6,-5,-4.8,-1,-3,8,-0.1,-0.2,0
N#CCCn1c(SCC(=O)N2CCN(S(=O)(=O)c3ccccc3)CC2)nc2ccccc21,0,-4,-1.4,0,4,9,-0.5,0.0,0
CCn1c(SCC(=O)n2nc(C)cc2C)nnc1-c1ccc2c(c1)OCO2,-6,-2,0.0,1,-5,10,0.2,0.3,0
O=c1c2ccc(Cl)cc2nc(-c2ccc([N+](=O)[O-])cc2)n1O,2,8,0.7,-15,-1,2,1.7,1.3,0
CC(=O)CSc1nc2ccc(Nc3nc(N4CCOCC4)nc(N4CCOCC4)n3)cc2s1,0,-28,-3.8,6,2,4,49,-0.9,1
Cc1cc(/C=C(\C#N)C(=O)Nc2ccccc2)c(C)n1-c1ccc(C(=O)O)cc1,-10,-31,2.0,17,-8,15,0.7,1.2,-2
CCC(c1nnnn1Cc1ccco1)N(CCc1ccccc1)Cc1cc2cccc(C)c2[nH]c1=O (stereo not given),0,20,1.6,4,20,35,0.2,0.5,15
OC(CNCc1ccc2c(c1)OCO2)COc1ccc(F)cc1 (stereo not given),-1,6,3.5,21,0,8,-0.1,0.4,0
CC(C)(Oc1ccc(Cl)cc1)C(=O)OCn1nnc2ccccc2c1=O,-6,-1,-0.3,2,0,9,0.6,-0.2,0
CC(=O)Nc1ccc(S(=O)(=O)NCC(=O)OCC(=O)NC23CC4CC(CC(C4)C2)C3)cc1,-6,-8,0.6,0,2,6,0.7,0.3,1
O=C(Nc1nccs1)c1cc(N2CCOCC2)nc2ccccc12,-4,12,-5.8,1,-8,10,0.0,-0.5,-3
O=C(Nc1ccc2c(c1)CCC2)C1CCCO1 (stereo not given),-7,25,0.2,18,-2,1,0.1,1.6,0
COc1ccc(CNC(=O)c2c(O)c3cccc4c3n(c2=O)CCC4)cc1,-1,20,-3.5,2,-1,20,-0.2,0.0,-1
Cc1csc(NC(=O)CSc2nnc(-c3ccoc3C)n2CCc2ccccc2)n1,-1,36,-0.3,0,0,17,-0.1,-1.6,-1
COc1ccc(/C=C/C(=O)NCCc2nc3ccccc3[nH]2)cc1,-12,-21,7.9,8,-2,7,0.7,-0.6,2
CSc1nc(=O)n2cccc(C)c2n1,-4,-1,-2.5,3,-3,5,-0.2,1.6,0

# Ordered by the number under EP2 modulator (smallest number first): 3 from the list above
structure	RBBP9 inhibitor	EP2 modulator	Hck-Nef inh	Runt-SMMHC FRET	PERK inh	Runt-CBFb FRET
COc1ccc(/C=C/C(=O)NCCc2nc3ccccc3[nH]2)cc1	-12	-21	8	-2	-0.6	2
Clc1ccccc1CSc1nnc(-c2ccco2)c(-c2ccco2)n1	-6	-8	21	-15	0.5	20
CN1C(=O)c2ccccc2C(C(=O)O)C1c1cccc(Cl)c1 (stereo not given)	7	20	-11	2	-0.3	-1

# (further entries)
SMILES,RBBP9 inhibitor,EP2 modulator,TNF necrop inh,Hck-Nef inh,Runt-SMMHC FRET,PGE2 EP2 inh,L929 necroptosis,PERK inh,Runt-CBFb FRET
Cc1noc(C)c1COC(=O)c1cc(C)n(-c2ccccc2)c1C,1,-2,-5.6,0,-1,8,-0.5,-0.3,0
CCOC(=O)c1c(-c2ccccc2)nnn1-c1nc(OCC)nc(N2CCCCC2)n1,-9,44,0.5,3,0,9,-0.7,-0.6,-1
COCCn1c(N)c(C(=S)NC(=O)c2cccs2)c(=O)[nH]c1=O,-10,1,-1.7,-15,18,4,1.6,-0.2,28
O=C(Nc1ccccc1)Nc1ccc(Cl)c(S(=O)(=O)N2CCOCC2)c1,-19,-71,1.3,14,-1,14,67,0.2,1
CCCNC(=O)C1CCN(S(=O)(=O)c2c(C)noc2/C=C\c2ccc(OC)cc2)CC1,5,4,-0.3,4,1,9,0.1,0.6,-4
Cc1ccc(C)c2[nH]c(=O)c(CCNC(=O)c3ccc(S(=O)(=O)N(C)C)cc3)cc12,-1,-28,-3.6,14,1,9,0.5,-0.2,-3
O=c1ccc(-c2nc3cc(Cl)ccc3n2Cc2ccccc2)c[nH]1,-8,-26,-5.2,-12,-2,2,0.0,0.7,-1
Cc1ccc(Nc2nnc(SCC(=O)c3ccc(Br)s3)s2)c(C)c1,-7,3,1.2,0,1,6,3.6,-0.1,26
c1cncc(-c2noc(-c3cccc4ccccc34)n2)c1,-1,-1,0.3,3,0,6,0.5,-0.6,-3
CCCCC(CCC(=O)Nc1nccs1)C(=O)O (stereo not given),2,-7,0.4,0,1,6,0.8,-0.1,1
Cc1ccc(C(=O)OC/C(O)=C(\C#N)c2nc3ccccc3[nH]2)cc1S(=O)(=O)N1CCOCC1,0,5,1.9,5,-1,5,0.5,0.1,0
COc1ccc(S(=O)(=O)N(CC(=O)O)c2ccccc2)cc1,-7,11,1.2,-1,3,15,1.4,0.3,-1
O=C(NCCc1ccccn1)c1n[nH]c(=O)c2ccccc12,0,6,0.8,-1,3,17,-0.2,-0.9,0
O=C(CNc1ccc2ccccc2c1)N/N=C/C=C/c1cccc([N+](=O)[O-])c1,-10,-7,3.5,20,-1,7,0.1,0.6,7
CC/C(C)=N/NC(=S)NCc1ccco1,-4,8,1.5,3,2,7,0.0,0.6,14

# Screens (PubChem)
